Screening data deposited in PubChem BioAssay by University of Kansas High Throughput Screening Laboratory.
Pf apPOL inh – Pf-apPOL DNA polymerase inhibition; Recombinant Pf-apPOL, molecular beacon fluorescence, 1.5 h; inhibition, % at 10 µM; 0.25% of 210,000 active
mHTT CaM bind – inhibitors of human mutant huntingtin-calmodulin interaction; AlphaScreen His-mHTT/GST-CaM binding, luminescence; inhibition, % at 15 µM; P42858; AID 1671202; 3.6% of 190,000 active;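 further: 0% = both proteins with DMSO and 100% = one protein alone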
Numbers without * were called inactive; · = not tested or not shown; & = joins results of further samples. No stated cut-off is given here; in the data, active means inhibition above about 50%; inactive means the rest.

| Structure | Pf apPOL inh | mHTT CaM bind |
| --- | --- | --- |
| CCN(CC)c1ncc2c(n1)CCC(C(=O)NCC1CCCN1CC)C2 (centres undefined) | -2 | -1 |
| COc1ccc(C2C(C#N)=C(N)OC3=C2C(=O)CC(c2ccccc2)C3)cc1 (centres undefined) | -14 | 2 |
| O=C(Cc1ccc(NS(=O)(=O)c2ccc(F)c(Cl)c2)cc1)NCc1cccs1 | -3 | -13 |
| COc1cccc(/C=C2\CCC(C3CCCC3)C2=O)c1OC (centres undefined) | 4 | -27 |
| O=C(NCc1c(F)cccc1F)C(=O)Nc1ccccc1Cl | -4 | -8 |
| O=C(Nc1ncccc1O)C12CC3CC(CC(C3)C1)C2 | -6 | 17 |
| COc1ccc(C2CC(=O)Oc3cc(C)c(Cl)cc32)cc1 (centres undefined) | -8 | 0 |
| CC(=O)c1cccc(NC(=O)c2cc(NC(=O)c3ccccc3)cc(NC(=O)c3ccccc3)c2)c1 | 0 | 7 |
| C[C@H](c1ccc(F)cc1CCCC(=O)O)N(c1cc(F)ccc1F)S(=O)(=O)c1ccc(Cl)cc1 | 0 | · |
| CCCCS(=O)(=O)NC1=NCN(CCO)CN1 | 10 | -2 |
| COc1ccc(C2C(C#N)=C(N)Oc3cc(C)oc(=O)c32)cc1OC (centres undefined) | 0 | 0 |
| O=C(NCc1ccccc1)N1CCOC(COc2ccccc2)C1 (centres undefined) | -16 | -7 |
| O=C(Cn1c2c(c3ccccc31)CCC2)Nc1cc(F)ccc1F | -2 | 76* |
| O=C(Nc1ccccc1C(=O)N1CCN(Cc2ccccc2)CC1)c1ccccn1 | -6 | 9 |
| O=C(Cc1noc2ccccc12)NCc1cc(-c2ccc3c(c2)OCCO3)on1 | -17 | -9 |
| O=C(C=Cc1ccc2ccccc2n1)c1cccc(O)c1 | -16 | 7 |
| O=C(CN1C(=O)NC2(CCCCC2)C1=O)Nc1ccc(F)c(F)c1 | 1 | -1 |
| Cc1ccc(CC(=S)N2CCOCC2)cn1 | 8 | · |
| COc1ccc(C2CC(c3ccc(Cl)cc3)Nc3nnnn32)c(OC)c1OC (centres undefined) | 4 | 43 |
| CCOc1ccc(Br)cc1/C=C1/C(=O)N(c2ccc(S(N)(=O)=O)cc2)N=C1C | 6 | 26 |

In a second layout: four of the compounds above.
smiles: O=C(Nc1ncccc1O)C12CC3CC(CC(C3)C1)C2
- Pf apPOL inh: -6
- mHTT CaM bind: 17
smiles: Cc1ccc(CC(=S)N2CCOCC2)cn1
- Pf apPOL inh: 8
- mHTT CaM bind: ·
smiles: COc1ccc(C2CC(=O)Oc3cc(C)c(Cl)cc32)cc1 (centres undefined)
- Pf apPOL inh: -8
- mHTT CaM bind: 0
smiles: CCCCS(=O)(=O)NC1=NCN(CCO)CN1
- Pf apPOL inh: 10
- mHTT CaM bind: -2

Additional entries follow:
| Structure | Pf apPOL inh | mHTT CaM bind |
| --- | --- | --- |
| Cc1nn(-c2ccc(C(=O)NC3CCCCC3)cc2)c2c1C(=O)CC(C)(C)C2 | -1 | 12 |
| O=C(C1=CN(c2cccc(F)c2)c2ccccc2S1(=O)=O)N1CCOCC1 | -1 | -1 |
| CCOC(=O)c1cnn(-c2c([N+](=O)[O-])c(C)nn2C)c1N | 3 | · |
| C#CCOc1ccc(/C=C2/C(=O)N(c3ccc(C(=O)O)cc3)N=C2C)cc1OCC | -2 | 18 |
| COC(=O)c1c(C)oc(C)c1S(=O)(=O)NN(C)c1ccc([N+](=O)[O-])cn1 | -14 | · |
| COc1cc(NS(=O)(=O)c2ccc(NS(=O)(=O)c3ccc(C)cc3)cc2)nc(OC)n1 | -4 | 1 |
| Cc1nccn1CCNC(=O)c1cccc(C#N)c1 | -5 | -12 |
| O=C(Nc1c(Cl)cccc1Cl)c1ccc(-c2ccccc2)cc1 | -22 | 0 |
| CCOC(=O)CNC(=O)c1cccs1 | 4 | · |
| O=C(NCCc1ccncc1)NC(=O)c1c(Cl)cccc1Cl | -6 | · |
| COc1ccccc1N1CCN(C(=O)c2ccc(Cl)cc2Cl)CC1 | -18 | 4 |
| Cc1ccc(-c2nc(-c3ccc(-n4cccn4)nc3)no2)cc1F | 0 | -9 |
| NC(=NO)c1ccc(OC(F)(F)F)cc1 | 8&2 | · |
| Cc1ccc(C(=O)N(C)c2ccccc2)cc1 | 3 | -5 |
| CCC(=O)Oc1ccc(NC(=S)Nc2c(C)cc(C)cc2C)cc1 | -6 | · |
| COc1ccc(C(=O)NCc2ccco2)cc1[N+](=O)[O-] | 1 | 3 |
| CCN(C)C(=O)C1CN(C(=O)c2ccc(Cl)cc2)CC1c1ccccc1 (centres undefined) | 1 | 28 |
| O=c1c2c3c(sc2n2cnnc2n1-c1ccccc1)CCCCC3 | -3&-4 | 0&4 |
| CC(=O)N1c2c(cc(Br)cc2S(=O)(=O)NCc2cccs2)CC1C (centres undefined) | -1 | -1 |
| c1ccc(CCCNc2ccc(-c3nc(-c4ccccc4)no3)cn2)cc1 | -1 | -7 |

In the list so far, these contain a COOH group.
| Structure | Pf apPOL inh | mHTT CaM bind |
| --- | --- | --- |
| C[C@H](c1ccc(F)cc1CCCC(=O)O)N(c1cc(F)ccc1F)S(=O)(=O)c1ccc(Cl)cc1 | 0 | · |
| C#CCOc1ccc(/C=C2/C(=O)N(c3ccc(C(=O)O)cc3)N=C2C)cc1OCC | -2 | 18 |

Following part:
| Structure | Pf apPOL inh | mHTT CaM bind |
| --- | --- | --- |
| Cc1ccc(CSc2nc3ccccc3o2)cc1 | -3 | -239 |
| Cc1cc(OCC(=O)Nc2cc(N3CCOCC3)ncn2)cc(C)c1Cl | -11 | 11 |
| CCc1nc(NCC(C)C)c(C#N)c2c1COC(C)(C)C2 | 5 | 0 |
| COc1ccc(NC(=O)CN2CCN(Cc3ccc4c(c3)OCO4)CC2)cc1 | 6 | 13 |
| Cc1ccc(-c2nc3ncccc3o2)cc1NC(=O)c1cccc(I)c1 | 1 | 1 |
| CCc1noc(C2CCCCN2Cc2ccc(F)cc2)n1 (centres undefined) | 2 | -36 |
| CCOC(=O)C1=C(CS(=O)(=O)c2ccc(C(C)C)cc2)NC(=O)NC1c1ccccc1 (centres undefined) | -4 | -7 |
| COc1ccc(CCNc2oc(COc3ccccc3C)nc2C#N)cc1OC | 0 | 35 |
| Cc1ccc(CNS(=O)(=O)c2ccc(F)c(C(=O)Nc3cccc(C)c3C)c2)cc1 | -2 | 7 |
| Cc1ccc(-c2nc(C(=O)NCc3ccccc3Cl)cs2)n1C | 0 | 59* |
| Cc1ccc(NC(=O)c2cc(C(=O)Nc3ccc(C)c(C)c3)n(C)n2)cc1C | -1 | -5 |
| Cc1ccc(-n2ccnc(NC(=O)c3cccc(F)c3)c2=O)cc1C | -1 | 12 |
| O=C(c1cc2nc(-c3cccs3)cc(C(F)(F)Cl)n2n1)N1CCCCCC1 | 1 | -3 |
| O=C1NC2(CCN(C(=O)c3ccc4c(c3)OCO4)CC2)Nc2c(Cl)cccc21 | -2 | 1 |
| CC1CCCCN1S(=O)(=O)c1ccc(C(=O)Nc2ccccc2-c2nc3ccccc3[nH]2)cc1 (centres undefined) | -10 | 7 |
| CCOC(=O)CNc1ccc(C(F)(F)F)cc1 | 1&-5 | · |
| Cc1ccc2cc(CCNC(=O)C34CC5CC(CC(C5)C3)C4)c(=O)[nH]c2c1 | -4 | -4 |
| CCC[C@H]1[C@@H](OC(=O)NCc2cccc(Cl)c2)CC[C@@]23CCCN2C(=O)CCC[C@@H]13 | -7 | -13 |
| O=C(NCC1CCCO1)c1cn(-c2ccc(F)cc2)nn1 (centres undefined) | -2 | -2 |
| O=C1CC(Nc2ccc(N3CCOCC3)cc2)C(=O)N1c1ccccc1F (centres undefined) | -2 | 12 |
| COc1ccc(OC)c(N2CCN(CC(=O)N3CCCc4ccccc43)C2=O)c1 | -2 | -9 |
| Clc1ccc(CN2CCCCCCC2)cc1 | -6 | -4 |
| Cc1ccc(NC(=O)CCc2ccc3nc[nH]c3c2)c(C)c1 | 0 | -2 |
| COc1ccccc1C1C(C#N)=C(N)Oc2c1sc1ccccc21 (centres undefined) | -10 | 44 |
| COc1ccc(-c2nc3ccc(C)cn3c2NC(C)=O)cc1OC | 8 | 8 |
| COc1ccc(/C=C2/N=C(c3ccccc3I)OC2=O)cc1OC | -18 | 2 |
| Cc1nn(-c2ccccc2)nc1C(=O)N1CCCc2ccccc21 | -4 | · |
| CN(C1CC2C=CC1C2)S(=O)(=O)c1cc(Cl)sc1Cl (centres undefined) | -8 | · |
| Cc1noc(COC2CCCN(S(=O)(=O)c3cccnc3)C2)n1 (centres undefined) | -6 | -13 |
| Cc1ccc(/C=C2\Sc3ccccc3C2=O)c(O)c1 | -2 | 31 |
| CC1=C(C(=O)Nc2ccc3c(c2)OCCO3)C2(CCCCCC2)OC1=O | 0 | 3 |
| CNC(=O)N1CCCC(c2cccc(C(=O)NCCCOC)c2)C1 (centres undefined) | -7 | -12 |
| CC(=O)Nc1cccc(NC(=O)CCCOc2ccc(Cl)cc2Cl)c1 | 1 | 25 |
| O=CN1CCN(Cc2c(F)cccc2Cl)CC1 | -1 | 0 |
| Cc1ccc([N+](=O)[O-])cc1NC(=O)c1cccc(S(=O)(=O)N2CCOCC2)c1 | -4 | 11 |
| Cc1ccc2nc3c(cc(C(=O)NCc4ccccc4)c(=N)n3C3CCCC3)c(=O)n2c1 | -4 | 0 |
| C=C1CN=C(N(C(C)=O)c2cccc(Cl)c2)S1 | -1 | -16 |
| CC(=NO)c1ccc2c(c1)CCC2 | 0 | · |
| CCn1c(SCC(=O)c2ccc(Cl)cc2Cl)nnc1-c1ccc2c(c1)OCO2 | -3 | 5 |
| Cc1nn(CC2CCCCC2)c(N)c1-c1ccccc1 | 2 | 5 |
| CCCOc1cccc(C(=O)Nc2cccnc2)c1 | -6 | 2 |
| CC(Oc1ccccc1)C(=O)Nc1c2c(nn1C(C)(C)C)CS(=O)(=O)C2 (centres undefined) | -4 | -3 |
| O=C(c1cccs1)N1CCN(c2cccc3[nH]ccc23)CC1 | -6&-8 | · |
| O=C(c1cc(C(F)(F)F)cc(C(F)(F)F)c1)N1CCc2cc([N+](=O)[O-])ccc21 | 2 | · |
| O=C(Nc1ccc(S(=O)(=O)Nc2ccccn2)cc1)c1cccc([N+](=O)[O-])c1 | 1 | 0 |
| Cc1ccc(C2CC(c3ccccc3)=Nc3ccccc3S2)cc1 (centres undefined) | -7&-6 | · |
| CC(=O)NC(=O)c1cc2cc(Br)ccc2oc1=Nc1cccc(C(F)(F)F)c1 | 2 | 3 |
| CCOc1ccccc1NC(=O)C(=O)NCCc1ccsc1 | -10 | -12 |
| Cc1ccccc1-n1nc2c(c1NC(=O)C(C)C)CSC2 | -11 | -5 |
| Cc1ccc2nc(NC(=O)CN3CCN(CC(=O)c4ccco4)CC3)sc2c1 | -3 | 12 |
| Cc1ccc(C(=O)N/C(=C\c2ccccc2F)c2nc3ccccc3[nH]2)cc1 | -21 | 7 |
| OCCNc1nc(NCCc2cccs2)nc2c1cnn2-c1ccc(F)cc1 | -5 | 56* |
| C=CCc1c(C)[nH]c2ccc(OC)cc2c1=O | -8 | 0 |
| Cc1ccccc1C1=N/C(=C\c2ccc(I)cc2)C(=O)O1 | 6 | -3 |
| CCC(=O)Oc1cc(C)[nH]c(=O)c1[N+](=O)[O-] | -4 | 1 |
| CC(=O)N1c2ccccc2C=Cc2ccccc21 | -6 | · |
| CCCCNC(=O)c1ccc2c(c1)nc1n2CCC(C)C1 (centres undefined) | 1 | -4 |
| CCc1ccc(NC(=O)N2CCCC2c2cc(C)on2)cc1 (centres undefined) | -5 | -10 |
| COc1ccc(CCNC(=O)CC2CCN(C(=O)c3ccccc3)CC2)cc1OC | 0 | 5 |
| CCOc1ccccc1N1CCN(C(=O)c2cccc(Br)c2)CC1 | 2 | 14 |

The listing continues.
| Structure | Pf apPOL inh | mHTT CaM bind |
| --- | --- | --- |
| O=C(NCCc1ccccc1)C1CCN(c2nccn3nc(-c4ccc(F)cc4)cc23)CC1 | 1 | 0 |
| Cc1cccn2c(=O)c3cc(C(=O)NC(C)c4ccccc4)c(=N)n(CCc4ccccc4)c3nc12 (centres undefined) | -6 | 1 |
| CCOc1ccccc1NC(=O)N1CCn2c(C)ccc2C1C(C)C (centres undefined) | -2 | 13 |
| Cc1cccc(Cl)c1CNC(=O)c1c(C)noc1-c1ccncc1 | 4 | -1 |
| O=[N+]([O-])c1ccc(C2CNC(c3ccc4c(c3)OCO4)O2)cc1 (centres undefined) | -4&-12 | 5&-1 |
| Cc1noc(C)c1C1CCCN1C(=O)c1cc(-c2ccco2)on1 (centres undefined) | 0 | 7 |
| O=[N+]([O-])c1c(Nc2ccccc2O)ncnc1Nc1ccccc1O | -2 | 69* |
| COc1cc(C(F)(F)F)cc(C(F)(F)F)c1C(=O)O | -13 | · |
| O=C(O)c1nccnc1C(=O)Nc1ccc(NC(=O)c2nccnc2C(=O)O)cc1 | 0 | 3 |
| Cc1ccc(C)c(NC(=O)c2cc3ccccc3o2)c1 | -1&0 | -21&-13 |
| CC(C)N(Cc1cc(-c2cccs2)on1)C(=O)c1ccccc1 | -2 | -3 |
| Clc1ccc(-c2noc(CSc3nccn3-c3ccccc3)n2)cc1 | 2 | 21 |
| COc1ccc(C(=O)N/C(=C/c2ccc3c(c2)OCO3)C(=O)NCC(=O)O)cc1 | 10 | 4 |
| COc1cc(/C=c2\sc3nc(C4COc5ccccc5O4)nn3c2=O)cc(OC)c1OC (centres undefined) | -3 | -6 |
| O=[N+]([O-])c1cnn(-c2nc(-c3cccs3)cc(C(F)(F)F)n2)c1 | 2 | -1 |
| C#CCOCC1CCN(C(=O)CCCc2ccccc2)CC1 | -77 | 31 |
| CCOc1cc(C2C(C#N)=C(N)Oc3cc(C)oc(=O)c32)ccc1OC(C)C (centres undefined) | 4 | -1 |
| COc1ccccc1CC(=O)Nc1cccn2c(C)nnc12 | 0 | -2 |
| O=C(O)c1cccc2c1C(=O)c1ccccc1-2 | -5 | -2 |
| CCOCCCNC(=O)C1(C)CCC(=O)N1Cc1cccnc1 (centres undefined) | -5 | 1 |
| CC(=O)NC1CCN(Cc2ccc(C)s2)CC1CO (centres undefined) | -6 | -6 |
